Assay outcomes (PubChem BioAssay)
NSD2 HMT inh = NSD2 (human) methyltransferase inhibition. O96028. NSD2 peptide methylation, AlphaScreen, 120 min. inhibition, % at 12.5 µM. actives 0.54% (n = 310,000). AID 743445; in the data active = inhibition above about 50%
Target sequence (O96028 whole entry, looked up): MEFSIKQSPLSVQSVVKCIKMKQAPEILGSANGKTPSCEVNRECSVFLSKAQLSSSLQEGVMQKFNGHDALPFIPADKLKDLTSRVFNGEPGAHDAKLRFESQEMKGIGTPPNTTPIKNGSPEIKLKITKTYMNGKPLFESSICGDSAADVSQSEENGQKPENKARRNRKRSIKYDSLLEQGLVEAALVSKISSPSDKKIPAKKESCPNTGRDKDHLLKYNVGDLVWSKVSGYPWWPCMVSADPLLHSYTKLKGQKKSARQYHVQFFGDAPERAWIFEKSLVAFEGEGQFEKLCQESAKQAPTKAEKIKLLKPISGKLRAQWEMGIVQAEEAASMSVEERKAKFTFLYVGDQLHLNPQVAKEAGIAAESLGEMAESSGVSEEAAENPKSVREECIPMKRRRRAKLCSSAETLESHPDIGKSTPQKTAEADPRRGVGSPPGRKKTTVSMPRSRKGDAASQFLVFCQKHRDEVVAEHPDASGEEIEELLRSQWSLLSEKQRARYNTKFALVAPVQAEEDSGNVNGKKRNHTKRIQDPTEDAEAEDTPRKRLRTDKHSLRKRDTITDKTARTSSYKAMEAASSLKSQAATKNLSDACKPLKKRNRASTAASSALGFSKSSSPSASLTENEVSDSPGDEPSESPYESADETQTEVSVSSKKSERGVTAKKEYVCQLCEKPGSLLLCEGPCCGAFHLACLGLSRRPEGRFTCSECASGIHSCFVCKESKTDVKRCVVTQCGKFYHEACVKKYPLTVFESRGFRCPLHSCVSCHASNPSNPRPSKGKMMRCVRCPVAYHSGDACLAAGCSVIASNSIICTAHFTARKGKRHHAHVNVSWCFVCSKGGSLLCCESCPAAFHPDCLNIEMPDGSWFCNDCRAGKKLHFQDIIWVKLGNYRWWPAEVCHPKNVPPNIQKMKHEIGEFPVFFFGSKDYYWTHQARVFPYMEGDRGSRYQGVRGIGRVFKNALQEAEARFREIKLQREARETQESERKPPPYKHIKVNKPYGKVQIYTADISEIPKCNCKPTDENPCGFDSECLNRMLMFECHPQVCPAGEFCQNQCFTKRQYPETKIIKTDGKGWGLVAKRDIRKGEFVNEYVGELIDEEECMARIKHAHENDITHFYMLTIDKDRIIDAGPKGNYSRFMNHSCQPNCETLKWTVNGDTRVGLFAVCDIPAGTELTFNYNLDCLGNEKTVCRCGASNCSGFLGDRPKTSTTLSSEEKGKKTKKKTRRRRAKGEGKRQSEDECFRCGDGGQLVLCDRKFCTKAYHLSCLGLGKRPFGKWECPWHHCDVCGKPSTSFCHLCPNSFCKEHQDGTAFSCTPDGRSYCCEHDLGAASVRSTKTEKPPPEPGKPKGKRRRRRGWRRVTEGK
V-ATPase pH = regulators of yeast V-ATPase proton transport; response, % at 10 µM; actives 0.37% (n = 350,000); AID 504577; S. cerevisiae, pHLuorin cytosolic pH fluorescence; in the data active = response mostly above about 7.3%, no sharp cut-off; inactive = mostly below about 5.4%; note: actives read high; inactives centre near 0; some compounds called inactive have numbers as strong as hits
Arrestin-AP2 inh = inhibitors of human beta-arrestin and AP2 interaction | FITC-arrestin peptide / GST-AP2 beads, flow cytometry; AP2 beta2 appendage carries R879A mutation | inhibition, % at 10 µM | actives 0.31% (n = 340,000) | AID 504490;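 active = inhibition above a set limit, near 3 SD of compounds lacking own fluorescence, cut at about 54% in these data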;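 note: plate controls were DMSO wells for no effect and 5 µM unlabelled arrestin peptide for full effect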
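Assay system: GST-AP2 R879A bound to glutathione beads, E. coli-expressed; Medium: PBS with 0.05% Tween 20 and 0.1% BSA; Also added: fluorescein-tagged arrestin peptide at 50 nM final; Timing: 12 min plus 1 h, RT; Measured by: flow cytometry, FL1 (488/535 nm); Evaluation: percent drop in bead-associated FITC signal.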
Pemphigus Ab inh = blocks pemphigus antibody binding to human desmoglein-3 | DSG3-coupled beads, scFv-anti-DSG3-GFP binding, flow cytometry; active compounds read low | binding (percent of control), % at 10 µM | actives 0.48% (n = 310,000);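 active = binding more than 3 SD below its plate's average and above zero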;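 note: hits lower antibody fragment binding to DSG3; some compounds called inactive have numbers as strong as hits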
CAL PDZ FP-1 = blocks peptide binding to the human CAL PDZ domain; Q9HD26; purified CAL PDZ, TMR-peptide fluorescence polarization, 1 h; inhibition, % at 24.9 µM; actives 0.92% (n = 300,000); AID 602252;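 active = mean inhibition of at least 30% with at least half of replicates also reaching 30%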;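 note: 0% = DMSO neutral control and 100% = excess unlabeled competitor peptide PRC23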
Keap1 Nrf2 FP = inhibitors of human Keap1-Nrf2 protein-protein interaction; inhibition, % at 9.4 µM; Q14145; AID 504523; Keap1 Kelch-Nrf2 peptide fluorescence polarization, 1536-well; actives 0.15% (n = 340,000); in the data active = inhibition above about 12%;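 note: human Keap1 Kelch domain with fluorescein labeled Nrf2 9mer peptide probe; 0% = neutral control wells and 100% = peptide positive control; higher means more block of Keap1 binding to Nrf2 peptide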
CAL PDZ FP-2 = human CAL PDZ-peptide interaction inhibition. actives 0.02% (n = 330,000). AID 504414. inhibition, % at 20 µM. purified CAL PDZ, TMR-peptide fluorescence polarization, 1 h. Q9HD26;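 active = highest replicate inhibition of at least 40%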;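 note: plate controls were DMSO neutral control wells for no effect and unlabeled competitor peptide control wells for full effect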
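Test system: purified CerCALP PDZ construct; Compound dosing: one concentration, 20 µM compound; Also added: TMR-labelled reporter peptide T*-PRC34 bound in PDZ groove; Read-out: inhibition from polarization loss; Controls: unlabelled peptide and DMSO controls; Signal: FP readout, S and P plane fluorescence; Incubation: 1 h at RT.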
RTF Ca sens inh = cardiac RTF calcium desensitization; IANBD-labeled cardiac RTF, Ca2+ fluorescence; actives 0.12% (n = 340,000); AID 493244; P19429+P45379; inhibition, % at 7.15 µM;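 active = inhibition above the mean inhibition of all tested compounds plus 3 SD, cut at about 17% in these data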;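 note: assay run at fixed EC70 calcium of 1.6 mM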
C-LANA FP = blocks KSHV LANA C-terminal domain binding to DNA. MBP-C-LANA/FAM-LBS DNA binding, fluorescence polarization. inhibition, % at 9 µM. actives 0.078% (n = 340,000). AID 504423;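 active = highest replicate inhibition at or above 60% at 9 µM, even if other replicates fall short; inactive = all replicates below 60% inhibition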;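 note: 0% = neutral control wells and 100% = 4 µM acridine orange control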
DAGLB inhibitor = blocks human DAGLB lipase activity. Q8NCG7. HEK293T DAGLB membrane lysate, EnzChek fluorogenic substrate. inhibition, % at 5.17 µM. actives 0.059% (n = 340,000); in the data active = inhibition above about 34%;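 note: 0% = enzyme with vehicle and 100% = wells lacking enzyme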
* hit, by the source's call; x = no result given. A portion of the library; the hit share may differ from the screen's.

| Compound | NSD2 HMT inh | V-ATPase pH | Arrestin-AP2 inh | Pemphigus Ab inh | CAL PDZ FP-1 | Keap1 Nrf2 FP | CAL PDZ FP-2 | RTF Ca sens inh | C-LANA FP | DAGLB inhibitor |
| --- | --- | --- | --- | --- | --- | --- | --- | --- | --- | --- |
| N#CC1=C(N)Oc2n[nH]c(-c3cccs3)c2C1c1ccsc1 (stereo not given) | 8 | 6 | 11 | 101 | -1 | -6 | -2.6 | -2 | -0.2 | 7 |
| O=C(Nc1ccccc1Cl)NC1(C(=O)N2CCCC2)CCCCC1 | -1 | 0 | 2 | 101 | -2 | -2 | x | -5 | -0.2 | 0 |
| COC(=O)c1ccccc1NC(=O)CN(Cc1ccc(Cl)cc1)S(C)(=O)=O | -5 | 0 | -3 | 108 | -1 | 0 | x | 3 | -0.7 | -2 |
| COc1cc(CCCN2CCNC[C@H]2Cc2cccc3ccccc23)cc(OC)c1OC | x | -3 | -2 | 104 | 0 | -3 | -0.3 | -12 | -0.3 | 0 |
| O=c1[nH]c(CSc2nnnn2-c2ccc(Cl)cc2)nc2ccccc12 | 0 | -1 | 9 | 109 | -3 | -4 | -2.7 | -12 | -0.7 | -2 |
| CC(=O)Cc1nsc(NC(=O)c2ccc(-c3cccc(Cl)c3)o2)n1 | 7 | -1 | 27 | 98 | -3 | -1 | -0.3 | 3 | 1.2 | 2 |
| CCOC(=O)C(CC)n1cnc2sc3c(c2c1=O)CCC3 (stereo not given) | 0 | 1 | 4 | 101 | 2 | -3 | 0.6 | 6 | -0.1 | 0 |
| CCOC(=O)Cc1[nH]nc2c1C(c1cccc(OC)c1OC)C(C#N)=C(N)O2 (stereo not given) | x | 0 | 6 | 100 | -5 | -3 | -1.3 | 0 | 0.8 | 0 |
| Cn1cc(Br)c(C(=O)NNC(=O)Nc2ccccc2C(F)(F)F)n1 | 1 | 1 | 41 | 94 | -4 | -6 | -2.4 | -7 | 0.1 | 0 |
| Cc1ccc(Oc2ccc(S(=O)(=O)N3CCOCC3)cc2C(N)=O)cc1C | 16 | 6 | 27 | 105 | -1 | 1 | -2.6 | -4 | -1.9 | -1 |
| Cc1ccc(C)c(OCc2ccc(C(=O)NN)o2)c1 | 17 | 0 | 5 | 101 | -5 | 3 | -0.8 | -6 | -0.7 | -6 |
| CC(C)(C)C1=C(C#N)C(c2ccc3c(c2)OCO3)C(C#N)=C(N)O1 (stereo not given) | 4 | 1 | -23 | 92 | -3 | 0 | -0.6 | -3 | 0.7 | -1 |
| O=C(c1cccs1)N1CCN(c2ccc(F)cc2)CC1 | 0 | 3 | -1 | 103 | 2 | -4 | -0.4 | 0 | 0.3 | -5 |
| CCOC(=O)Cc1csc(NC(=O)CCCc2ccccc2)n1 | 1 | 0 | -11 | 120 | -5 | 3 | 1.7 | -6 | -3.3 | 0 |
| CC1Cc2ccccc2N1C(=O)Cn1cc([N+](=O)[O-])cn1 (stereo not given) | 0 | 2 | -3 | x | -1 | -4 | 0.1 | -4 | -1.0 | -2 |
| O=C(Nc1ccccc1C(=O)NC(Cc1c[nH]c2ccccc12)C(=O)O)c1ccccc1 (stereo not given) | -4 | -1 | 2 | 99 | x | -2 | -2.4 | -12 | -0.3 | 4 |
| Cc1ccc(NC(=O)c2cc3c(s2)CCC3)cc1S(=O)(=O)N1CCOCC1 | -1 | 2 | 1 | 98 | 0 | -3 | -4.3 | 0 | 0.3 | -1 |
| COc1ccc(OC)c(NC(=O)CSc2nnc(Cn3c(=O)sc4ccccc43)n2C)c1 | x | -2 | 8 | 111 | -2 | -3 | 0.0 | 6 | 0.2 | -1 |
| CC(=O)c1ccc(S(=O)(=O)N2CCN(CCOc3ccccc3)CC2)cc1 | 1 | 3 | -8 | x | -7 | -1 | 0.3 | -13 | 0.1 | -4 |
| CC1Sc2ccc(S(=O)(=O)CCC(=O)NCc3ccccc3Cl)cc2NC1=O (stereo not given) | 2 | 0 | -8 | 97 | 2 | -4 | -1.0 | -9 | 0.3 | 1 |
| O=C(Nc1ccc(Cl)cc1)c1ccc2c(c1)S(=O)(=O)c1ccccc1C2=O | x | -3 | -2 | 105 | -1 | -7 | -0.7 | 0 | 0.2 | 2 |
| O=C(CCCN1C(=O)/C(=C/c2ccc(F)cc2)SC1=S)NCCCn1ccnc1 | 10 | 8 | -1 | 95 | -4 | -2 | -1.3 | -8 | 1.5 | 4 |
| COc1cccc(CNC(=O)CSCC(=O)Nc2ccc(C)cc2)c1 | -1 | 6 | -4 | 127 | 1 | 0 | -2.1 | 5 | 0.5 | -1 |
| COc1ccc(N2CCN(Cc3cc(=O)oc4cc(C)c(Cl)cc34)CC2)cc1 | -4 | 1 | -5 | 101 | 3 | -4 | x | -2 | 0.4 | 1 |
| COc1cc([N+](=O)[O-])ccc1NC(=O)NNC(=O)CCc1ccccc1 | 10 | 4 | 6 | 97 | 5 | 3 | -1.0 | -2 | -0.9 | -2 |
| Cc1ccc(SCc2[nH]nc3c2C2(C(=O)N(C)c4ccccc42)C(C#N)=C(N)O3)cc1 (stereo not given) | 0 | -1 | -9 | 99 | 5 | -2 | -0.5 | 4 | 3.3 | 1 |
| Cn1c(C2CC(=O)N(Cc3ccccc3)C2)nc2ccccc21 (stereo not given) | x | 8 | 0 | 102 | x | -2 | -1.3 | -1 | 0.1 | 0 |
| Cc1cccc(NC(=O)c2cccc(C(F)(F)F)c2)c1 | -1 | 1 | 15 | 100 | -2 | -1 | -1.4 | -4 | 0.2 | -4 |
| Cn1c2ccccc2c2nnc(SCCN3CCOCC3)nc21 | 7 | 0 | 23 | 99 | -4 | -4 | -3.0 | -12 | x | 0 |
| Clc1cc2c(cc1/C=N/Nc1nc(N3CCOCC3)nc(N3CCOCC3)n1)OCO2 | -1 | 1 | 20 | 98 | x | 4 | -0.5 | -8 | 0.8 | -2 |
| O=C(CCOc1ccccc1)Nc1ccnn1C1CCN(Cc2ccc(CO)o2)CC1 | -2 | -4 | -14 | 112 | -2 | -5 | -2.0 | -4 | 1.0 | -1 |
| Cc1ccc(C(=O)Nc2cccnc2Cl)cc1Cl | -2 | 3 | 2 | 112 | x | 4 | -0.8 | -5 | -1.0 | 1 |
| CC(NC(=O)C1CCN(C(=O)Nc2ccccc2)CC1)c1ccccc1 (stereo not given) | -1 | 6 | 1 | 102 | -2 | -3 | -2.4 | -18 | 0.7 | 3 |
| CC(=O)Nc1ccc(S(=O)(=O)Nc2cccc(-c3cn4cccnc4n3)c2)cc1 | -4 | -3 | 14 | 107 | -3 | -5 | -1.3 | -15 | 0.5 | 0 |
| Cc1ccc2c(CN3CCOCC3)cc(=O)oc2c1C | -1 | 1 | 15 | 98 | -6 | 2 | -0.3 | -14 | 0.6 | 0 |
| O=C(NCCCc1ccccc1)C(=O)c1c[nH]c2ccccc12 | -3 | -3 | 24 | 97 | x | -1 | -0.4 | -3 | 1.7 | -3 |
| CCOC(=O)c1oc2nc(C(C)C)c3c(c2c1N)CC(C)(C)OC3 | -3 | -2 | -5 | 100 | 8 | 1 | -0.4 | 6 | 0.3 | 1 |
| COC(=O)C(Cc1ccccc1)NC(=O)CNS(=O)(=O)c1ccc(Br)cc1 (stereo not given) | -3 | -3 | 32 | 97 | 2 | -3 | -0.3 | -2 | -1.7 | -3 |
| O=C(CSc1nnc(NC(=O)c2ccco2)s1)NCc1ccc2c(c1)OCO2 | -4 | 5 | 36 | 106 | -2 | 8 | -1.1 | -11 | 26 | -1 |
| COc1ccc(S(=O)(=O)N(C)CC(=O)NC2CCCCC2)cc1Cl | -2 | -2 | 27 | 93 | x | -3 | -1.9 | 6 | -0.2 | 0 |
| Cc1cc(NC(=O)c2cc(-c3ccc(C)s3)nc3ccccc23)no1 | x | -4 | 103* | 80 | x | -2 | -0.3 | 0 | 1.9 | -3 |
| Cc1ccccc1NC(=O)COC(=O)c1cccnc1 | -2 | 2 | 23 | 100 | 3 | -2 | 0.7 | -2 | -0.8 | 0 |
| CN=c1scc(C)n1/N=C/c1cc(Br)c(O)c(OC)c1 | 6 | 1 | 13 | 94 | -3 | -1 | -1.2 | -6 | -1.3 | 6 |
| c1ccc(Oc2ccc3ccccc3n2)cc1 | -2 | -1 | -9 | 101 | -3 | 6 | -0.4 | -2 | -0.6 | -1 |
| O=C(COC(=O)/C=C/c1ccco1)Nc1ccccc1 | x | 2 | -14 | 115 | -2 | -1 | -1.1 | -8 | 0.9 | -3 |
| c1coc(CN2CCN(C(c3cccs3)c3nnnn3C3CCCC3)CC2)c1 (stereo not given) | 11 | 1 | 7 | 102 | 2 | -2 | -1.5 | -4 | -1.1 | 3 |
| COc1ccc(CN(C)CCCn2cnc(C(=O)Nc3ccc(C)c(C)c3)n2)cc1OC | x | 2 | 29 | 98 | -5 | -3 | 0.6 | -4 | 2.2 | 1 |
| Cc1[nH]c2ccccc2c1/C=N/NC(=O)c1cccc(S(=O)(=O)Nc2ccccc2Cl)c1 | -1 | -2 | 8 | 106 | 0 | 3 | 1.2 | -3 | 3.2 | 7 |
| Cc1ccc(S(=O)(=O)CCC(=O)OCC(=O)Nc2cc(F)ccc2C)cc1 | 0 | 5 | -1 | 121 | -2 | -9 | -1.1 | -3 | -0.5 | 0 |
| CC1CCCC(NC(=O)CN(C)CC(=O)Nc2cccc(F)c2)C1C (stereo not given) | -1 | 4 | -7 | 104 | 0 | -2 | -0.1 | -3 | -0.2 | -1 |
| O=[N+]([O-])c1ccccc1/C=N\N1CCN(Cc2ccccc2Cl)CC1 | 0 | -1 | -2 | 110 | -3 | -4 | -0.6 | 1 | 2.4 | -8 |
| Cc1ccc2cc3c(NC(=O)C(C)C)nn(C)c3nc2c1 | 0 | -2 | 18 | x | 18 | -1 | -1.4 | -3 | 1.2 | 0 |
| CCn1nc(NC(=O)c2ccccn2)c2cc3cccc(C)c3nc21 | -1 | -2 | 6 | x | x | 8 | -0.1 | -10 | 0.0 | 0 |
| COc1ccc(C)cc1NC(=O)CN1c2cccc3cccc(c23)S1(=O)=O | -1 | 4 | 17 | 98 | -1 | 2 | -2.4 | 3 | 2.0 | -4 |
| CC(OC(=O)c1cc2c(s1)CCCCC2)C(=O)NC(N)=O (stereo not given) | -3 | -1 | -2 | 84 | -2 | -1 | -3.0 | -5 | 0.7 | 0 |
| CCC(=O)Nc1ccccc1Oc1ccccc1 | 38 | -1 | 0 | 112 | 6 | -2 | -5.5 | -8 | 0.5 | 0 |
